# Bioassay records deposited in PubChem BioAssay by several laboratories.
# Rac1 wt modul – wildtype Rac1 GTP binding modulators, primary screen, biochemical, GST-Rac1 beads, flow cytometry, multiplex. Ras-related C3 botulinum toxin substrate 1 (Homo sapiens), P63000. fluorescent GTP binding; actives lie on both sides; 0 = cold GTP competed, 100 = untreated. GTP binding activity (% of control), % at 10 µM. 190,000 compounds, 0.27% hits. AID 757, 2007;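 active = GTP binding activity at least 20 points away from the 100% control level, either lower or higher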
# Bim-Mcl-1 – inhibitors of Bim peptide binding to Mcl-1, primary screen, biochemical, bead-based flow cytometry, multiplex; Bim peptide-Mcl-1 binding; 190,000 compounds, 0.1% hits; Induced myeloid leukemia cell differentiation protein Mcl-1 (Homo sapiens), Q07820; inhibition, % at 10 µM; in the data active = inhibition above about 40%;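 note: 0% = no compound tracer wells and 100% = peptide blocker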
# Target sequence (Q07820 whole entry, looked up): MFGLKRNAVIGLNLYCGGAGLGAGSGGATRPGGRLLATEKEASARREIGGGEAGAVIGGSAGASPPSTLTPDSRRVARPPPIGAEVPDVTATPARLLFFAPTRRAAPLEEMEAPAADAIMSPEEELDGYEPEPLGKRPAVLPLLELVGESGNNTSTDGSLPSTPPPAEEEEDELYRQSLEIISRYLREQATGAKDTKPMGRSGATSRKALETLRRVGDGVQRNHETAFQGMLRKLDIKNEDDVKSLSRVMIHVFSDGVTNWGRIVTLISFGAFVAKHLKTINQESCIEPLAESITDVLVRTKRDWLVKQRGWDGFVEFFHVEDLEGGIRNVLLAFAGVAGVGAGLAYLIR
# RGS8-Gao reg – RGS8-Galphao binding modulators, primary screen, biochemical, multiplexed bead flow cytometry | Guanine nucleotide-binding protein G(o) subunit alpha (Homo sapiens), P09471 | actives lie on both sides | response (percent of control binding), % at 10 µM | 220,000 compounds, 0.34% hits | AID 1423, 2008; in the data active = response below about 60% or above about 140%; inactive = in between;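 note: Galphao activated as the GDP aluminium fluoride complex binding bead-coupled RGS8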
# Target sequence (P09471 whole entry, looked up): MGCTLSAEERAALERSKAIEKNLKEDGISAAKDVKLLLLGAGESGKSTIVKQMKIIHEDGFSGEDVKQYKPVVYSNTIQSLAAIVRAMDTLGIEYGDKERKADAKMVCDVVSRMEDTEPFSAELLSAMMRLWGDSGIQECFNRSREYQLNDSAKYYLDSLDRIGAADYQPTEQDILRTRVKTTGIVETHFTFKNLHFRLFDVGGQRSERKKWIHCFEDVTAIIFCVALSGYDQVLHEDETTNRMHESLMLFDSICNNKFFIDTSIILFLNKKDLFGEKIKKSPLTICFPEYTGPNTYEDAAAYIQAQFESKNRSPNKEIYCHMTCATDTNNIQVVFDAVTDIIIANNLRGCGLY
# Rac1 act GTP bind – GTP binding modulators of activated mutant Rac1, primary screen, biochemical, bead-based flow cytometry, multiplex, fluorescent GTP | 190,000 compounds, 0.11% hits | AID 764, 2007 | GST-Rac1 activated beads; actives lie on both sides; 100% means binding = to untreated wells | percent activity (GTP binding), % at 10 µM | Ras-related C3 botulinum toxin substrate 1 (Homo sapiens), P63000;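 active = GTP binding at least 20 percentage points away from the 100% baseline, in either direction, so actives lie on both sides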
# Rab2A wt mod – modulators of GTP binding to Rab2A wildtype, primary screen, biochemical, dog, bead-based flow cytometry, multiplex; 190,000 compounds, 0.19% hits; AID 760, 2007; GTP binding activity, % at 10 µM; GST-Rab2 wt beads, Bodipy-GTP binding; Ras-related protein Rab-2A (Canis lupus familiaris), P61105;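 active = GTP binding activity at least 20 points away from 100%, either lowered or raised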;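 note: 0% = beads with excess unlabeled GTP and 100% = no-compound control corrected for plate trend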
# Rab7 wt modul – modulators of GTP binding to Rab7, primary screen, biochemical, wildtype, multiplex bead flow cytometry. 190,000 compounds, 0.055% hits. AID 758, 2007. GTP binding activity (percent of control), % at 10 µM. GST-Rab7 beads, fluorescent GTP binding; actives lie on both sides; untreated = 100%, excess cold GTP = 0%. Rab7 GTPase wild type (dog), Bodipy-FL-GTP binding;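 active = fluorescent GTP binding to Rab7 beads changed by at least 20 points from the 100% baseline, either direction, mostly lower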;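 note: median green fluorescence of bound Bodipy-FL-GTP per Rab7 bead population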
# Pf gametocyte – late stage P. falciparum gametocyte viability inhibitors, primary screen, ATP luminescence, HTS | AID 743093, 2013 | 150,000 compounds, 0.065% hits | P. falciparum stage V gametocytes, 24 h | inhibition, % at 10.9 µM;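 active = inhibition above the mean plus 3 SD of compounds within the control limits, set per campaign, cut at about 38% in these data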;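 note: 0% = DMSO wells and 100% = medium only without gametocytes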
# Mcl1 Bid PPI – Mcl-1/Bid binding inhibitors, primary screen, biochemical, TR-FRET, 1536-well. 220,000 compounds, 0.97% hits. Induced myeloid leukemia cell differentiation protein Mcl-1 (Homo sapiens), Q07820. inhibition, % at 21.7 µM. TR-FRET Mcl-1/Bid-Dy647 peptide binding. AID 1021, 2008;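 active = compounds that cut the binding signal by more than half at the single screening dose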;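 note: His-tagged Mcl-1 with europium anti-His antibody binding Bid BH3 peptide; 0% = Mcl-1 plus peptide wells and 100% = peptide-only wells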
# Cdc42 wt GTP – modulators of GTP binding to wildtype Cdc42, primary screen, biochemical, multiplex bead flow cytometry, Bodipy-GTP; GST-Cdc42 beads; actives lie on both sides; percent activity (GTP binding), % at 10 µM; 190,000 compounds, 0.2% hits;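 active = percent activity GTP binding at least 20 points away from the 100% baseline, either down as inhibitor or up as activator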;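 note: median bead fluorescence of bound Bodipy-FL-GTP at 100 nM; 0% = excess unlabeled GTP control and 100% = no compound control; below 100% means less GTP binding so inhibitor and above means activator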
# Target sequence (P60953 whole entry, looked up): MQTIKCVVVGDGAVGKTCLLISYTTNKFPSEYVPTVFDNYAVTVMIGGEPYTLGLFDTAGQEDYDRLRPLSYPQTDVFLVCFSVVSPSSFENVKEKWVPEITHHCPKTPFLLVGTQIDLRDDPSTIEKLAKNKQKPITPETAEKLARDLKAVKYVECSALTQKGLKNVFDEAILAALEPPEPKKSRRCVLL
# Mcl1-Noxa inh – Mcl-1/Noxa binding inhibitors, primary screen, biochemical, TR-FRET, 1536-well. Induced myeloid leukemia cell differentiation protein Mcl-1 (Homo sapiens), Q07820. TR-FRET Mcl-1/Noxa peptide binding, 2 h. inhibition, % at 21.7 µM. 220,000 compounds, 1.5% hits. AID 1022, 2008;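 active = compounds that cut the protein-peptide binding signal by more than 50% relative to plate controls in a single-dose test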;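 note: His-tagged Mcl-1 with rhodamine Noxa BH3 peptide and terbium anti-His antibody; 0% = Mcl-1 plus Noxa peptide wells and 100% = peptide-only wells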
# HRas wt GTP – modulators of GTP binding to HRas wildtype, primary screen, biochemical, bead-based flow cytometry, multiplex. AID 759, 2007. GST-Ras wt beads, Bodipy-FL-GTP binding; actives lie on both sides. 190,000 compounds, 0.14% hits. GTPase HRas (Homo sapiens), P01112. GTP binding activity, % at 10 µM;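 active = GTP binding activity at least 20% away from the 100% baseline, either lowered as inhibitor or raised as activator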;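 note: 0% = unlabeled GTP competition control and 100% = no-compound control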
# Target sequence (P01112 whole entry, looked up): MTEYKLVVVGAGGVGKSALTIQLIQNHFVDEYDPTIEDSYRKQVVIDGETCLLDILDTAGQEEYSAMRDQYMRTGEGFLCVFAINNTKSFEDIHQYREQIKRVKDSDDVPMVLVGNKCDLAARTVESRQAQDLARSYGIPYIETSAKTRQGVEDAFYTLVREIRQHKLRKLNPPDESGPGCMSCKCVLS
# Starred values were filed as active, the others as inactive; x = no result given.
SMILES,Rac1 wt modul,Bim-Mcl-1,RGS8-Gao reg,Rac1 act GTP bind,Rab2A wt mod,Rab7 wt modul,Pf gametocyte,Mcl1 Bid PPI,Cdc42 wt GTP,Mcl1-Noxa inh,HRas wt GTP
c1ccc(C[n+]2csc3ccccc32)cc1,104.0,-5.0,82.7,98.0,98.0,100.0,x,-48.2,99.0,5.4,101.0
S=c1[nH]nc(-c2ccco2)n1/N=C/c1ccc(Br)s1,97.0,0.0,96.9,92.0,92.0,95.0,0.3,-28.1,94.0,15.0,93.0
COc1cccc(C2c3c(oc4ccc(F)cc4c3=O)C(=O)N2CCCN2CCOCC2)c1 (stereo not given),106.0,0.0,102.0,99.0,101.0,101.0,x,-22.3,103.0,-0.5,104.0
C(=N\N=C\c1cccs1)/c1cccs1,98.0,1.0,103.1,93.0,97.0,100.0,-17.1,-17.6,98.0,-2.0,98.0
COC(=O)c1ccccc1NC(=S)NC(=O)CC(C)C,98.0,0.0,98.2,99.0,99.0,99.0,x,-65.9,98.0,18.6,98.0
CN(CC1CCCO1)S(=O)(=O)c1ccc(C(=O)Nc2nc(-c3ccccn3)cs2)cc1 (stereo not given),102.0,-1.0,100.3,96.0,100.0,100.0,x,-59.4,98.0,-49.1,101.0
Cc1cc(C)nc(NC(=O)CCCC(=O)O)c1,104.0,4.0,100.3,102.0,103.0,105.0,x,2.0,105.0,6.5,104.0
Cc1ccccc1NC(=O)c1ocnc1C,103.0,-3.0,101.3,100.0,102.0,100.0,x,-8.4,104.0,1.5,103.0
O=C(Nc1cccc(Br)c1)/C(=C\c1cccnc1)NC(=O)c1ccco1,103.0,1.0,99.0,99.0,99.0,97.0,-27.0,5.0,98.0,-1.9,99.0
COc1ccc(NC(=O)c2cccnc2)c(OC)c1,104.0,-2.0,99.8,100.0,102.0,102.0,10.6,-11.7,102.0,10.7,102.0
Cc1cc2ncc(-c3ncc(C(F)(F)F)cc3Cl)cn2n1,98.0,-4.0,100.7,96.0,99.0,96.0,x,1.6,100.0,10.8,99.0
O=C(O)C1CCCN1C(=O)c1cncc(Br)c1 (stereo not given),104.0,0.0,96.7,101.0,99.0,100.0,26.5,11.0,101.0,11.3,101.0
CCOC(=O)c1c(CN(C)C)n(C)c2ccc(OC(C)=O)cc12,101.0,-4.0,100.7,97.0,102.0,101.0,x,-4.3,104.0,6.8,102.0
CCCCN(C)S(=O)(=O)c1c(C)[nH]c(=O)[nH]c1=O,103.0,2.0,98.8,100.0,100.0,99.0,7.6,-14.9,104.0,2.3,103.0
Cc1cc(C)c(NC(=O)Nc2ccccc2)c(Cl)c1,95.0,-2.0,100.5,95.0,97.0,93.0,x,-1.7,95.0,-10.8,97.0
CCN(Cc1ccncc1)Cc1c(O)ccc2cc(Br)ccc12,94.0,-1.0,102.8,95.0,98.0,103.0,-3.0,26.6,93.0,31.1,95.0
Cc1ccnc(NS(=O)(=O)c2ccc(C(C)(C)C)cc2)c1,100.0,0.0,99.5,95.0,97.0,104.0,-10.7,-11.0,94.0,-10.7,97.0
CNc1nc(N)nc(-c2cc(Cl)ccc2OC)n1,91.0,1.0,99.2,92.0,93.0,93.0,22.1,-13.1,89.0,3.2,90.0
CCOC(=O)c1sc(N(C)C)nc1-c1ccccc1,99.0,-11.0,100.7,92.0,95.0,94.0,x,-21.4,97.0,0.5,98.0
FC(F)(F)c1cc(C(F)(F)F)c2ccc(N3CCN(c4ncccn4)CC3)nc2n1,101.0,-4.0,100.5,97.0,99.0,101.0,x,0.0,101.0,-5.2,98.0
CCOC(=O)N1CCN(S(=O)(=O)c2cc([N+](=O)[O-])c(C)cc2C)CC1,100.0,-2.0,103.0,95.0,98.0,104.0,1.1,-11.8,97.0,8.2,98.0
CC(C)(O)C#Cc1ccc(CN2CCN(Cc3ccsc3)C(CCO)C2)s1 (stereo not given),99.0,-4.0,100.5,97.0,98.0,102.0,9.0,-8.8,99.0,16.2,99.0
C=CCn1c(SCC(=O)c2[nH]c(C)c(C(=O)OC)c2C)nc2scc(-c3ccc(OC)c(OC)c3)c2c1=O,105.0,-5.0,104.7,100.0,101.0,100.0,19.1,65.2*,104.0,52.8*,102.0
O=C(O)CCCC(=O)Nc1cccc2cccnc12,99.0,-5.0,87.5,96.0,97.0,94.0,-7.7,-47.1,97.0,9.3,97.0
Cc1ccsc1C(=O)NC(C)c1ccc2c(c1)OCO2 (stereo not given),104.0,0.0,99.9,99.0,102.0,100.0,21.4,-8.7,101.0,-6.6,102.0
c1cncc(Nc2nc(-c3cccs3)cs2)c1,109.0,0.0,108.3,100.0,102.0,102.0,x,-29.8,103.0,18.0,104.0
N/C(=N\OC(=O)c1ccc(F)cc1)c1ccc(Br)cc1,97.0,1.0,95.7,94.0,96.0,99.0,-2.7,-35.2,98.0,15.2,96.0
O=C(NCCC1=CCCCC1)c1cccc2c1C(=O)N(C1CCCCC1)C2,94.0,1.0,105.1,90.0,94.0,100.0,7.8,-14.1,93.0,2.4,95.0
Cc1cc(C)nc(NC(=O)c2csnn2)c1,101.0,0.0,103.2,98.0,99.0,104.0,x,-36.6,97.0,8.1,97.0
O=C(/C=C/c1ccc(Cl)c([N+](=O)[O-])c1)Nc1ccc(N2CCCC2)cc1,103.0,-8.0,99.1,101.0,100.0,99.0,-15.7,-38.6,103.0,75.0*,102.0
O=c1oc2ccccc2cc1N1CCOCC1,104.0,-2.0,102.3,100.0,100.0,101.0,-10.1,-11.9,102.0,10.5,100.0
CCCn1c(SCC(=O)NCc2ccccc2Cl)n[nH]c1=O,99.0,-3.0,100.9,93.0,97.0,95.0,1.1,-11.1,96.0,6.8,98.0
O=C(O)/C=C/c1coc2ccc(F)cc2c1=O,107.0,-1.0,102.8,102.0,100.0,104.0,x,-40.8,101.0,6.5,104.0
C=CCNC(=S)NNC(=O)c1cccn(Cc2ccc(Cl)cc2Cl)c1=O,104.0,-5.0,99.1,101.0,106.0,103.0,x,-81.7,105.0,-25.6,106.0
Cc1cccc(NC(=O)Cn2c(O)c(N=NC(=O)c3ccccc3O)c3ccccc32)c1,100.0,-1.0,101.5,95.0,94.0,96.0,10.4,66.2*,98.0,66.4*,99.0
COc1ccc(CCNC(=O)COC(=O)c2cnc(C)cn2)cc1OC,104.0,-1.0,98.3,101.0,107.0,99.0,x,-4.4,110.0,6.0,108.0
COc1ccc(C(=O)N2CCN(c3ccccn3)CC2)cc1,107.0,2.0,102.9,101.0,104.0,103.0,x,3.8,106.0,7.0,106.0
CCCCc1c(O)nc(SCC(=O)Nc2ccc3c(c2)CCC3)[nH]c1=O,102.0,0.0,99.3,96.0,98.0,98.0,-16.2,-16.4,101.0,-6.5,99.0
COc1ccc(OC)c(S(=O)(=O)N(C(C)=O)c2ccc3oc(=O)sc3c2)c1,100.0,-1.0,103.1,96.0,97.0,96.0,7.7,-31.6,96.0,2.8,97.0
CC(=O)Oc1ccc(/C=N/NC(=O)C2CCCN2S(=O)(=O)c2ccc(Cl)cc2)cc1 (stereo not given),101.0,0.0,98.7,98.0,100.0,104.0,6.7,-11.9,102.0,26.3,102.0
Cc1nc([N+](=O)[O-])c(N2CCN(Cc3ccccc3)CC2)n1Cc1ccccc1,103.0,0.0,100.5,99.0,102.0,101.0,2.2,-10.2,101.0,-3.2,101.0
COc1ccc(-c2nnc(SCc3cc(C)ccc3C)n2N)cc1,92.0,-2.0,93.3,94.0,94.0,94.0,12.4,-8.7,95.0,18.4,96.0
Cc1cc(C(=O)NCCN2CCN(c3cccc(Cl)c3)CC2)n(-c2ccccc2)n1,106.0,0.0,106.1,99.0,101.0,100.0,x,-11.6,104.0,28.9,101.0
S=c1[nH]nc(-c2ccco2)n1-c1ccc(Cl)cc1,82.0,-7.0,98.1,78.0*,82.0,82.0,14.4,-69.7,82.0,0.4,81.0
CC(=O)NC(=O)NC1OC(=O)C(Cl)=C1Cl (stereo not given),86.0,-1.0,92.5,85.0,90.0,94.0,x,-25.3,87.0,8.6,91.0

# Taken from above:
# CCCCc1c(O)nc(SCC(=O)Nc2ccc3c(c2)CCC3)[nH]c1=O in Rac1 act GTP bind has 96.0
# C=CCNC(=S)NNC(=O)c1cccn(Cc2ccc(Cl)cc2Cl)c1=O in Mcl1 Bid PPI has -81.7

# Next part.
SMILES,Rac1 wt modul,Bim-Mcl-1,RGS8-Gao reg,Rac1 act GTP bind,Rab2A wt mod,Rab7 wt modul,Pf gametocyte,Mcl1 Bid PPI,Cdc42 wt GTP,Mcl1-Noxa inh,HRas wt GTP
COc1ccc(C2C(C(=O)NCC3CCCO3)c3cc(OC)c(OC)cc3C(=O)N2C)cc1OC (stereo not given),106.0,0.0,100.7,102.0,99.0,98.0,x,-13.8,106.0,0.6,102.0
CS(=O)(=O)N1CCC(C(=O)N2CCN(Cc3ccccc3)CC2)CC1,98.0,0.0,101.9,94.0,99.0,94.0,-2.5,1.5,92.0,13.2,96.0
COc1ccc(NC(=S)NC23CN4CN(CN(C4)C2)C3)cc1,107.0,-2.0,91.7,97.0,102.0,105.0,19.8,-91.8,104.0,8.6,102.0
Cc1ccc(C)c(N2CCN(C(=O)CCS(=O)(=O)c3cccc4nonc34)CC2)c1,97.0,-5.0,99.5,95.0,94.0,96.0,x,-14.7,96.0,x,96.0
O=C(C1=C[C@H](c2ccc3c(c2)OCO3)C[C@H](OCc2ccc(CO)cc2)O1)N1CCN(Cc2ccc3c(c2)OCO3)CC1,98.0,0.0,105.2,95.0,98.0,105.0,x,0.9,95.0,-14.8,97.0
CCOc1cc(C2C3=C(CCCC3=O)NC3=C2C(=O)CCC3)cc(Cl)c1O,104.0,-3.0,101.0,98.0,102.0,101.0,x,-25.2,98.0,36.9,100.0
CCc1ccccc1NC(=O)c1ccoc1C,99.0,1.0,104.5,96.0,98.0,101.0,x,-24.2,100.0,2.0,99.0
O=C(CCc1ccc(S(=O)(=O)N2CCCCC2)cc1)c1nnc(-c2ccccc2)o1,104.0,-2.0,100.8,99.0,96.0,98.0,x,-7.6,96.0,-2.1,100.0
